CaV13 FRET inh: Primary screen for inhibitors of IQ motif and Ca2+-dependent inactivation inhibitor domain binding in CACNA1D, Förster resonance energy transfer in living cells, …; HEK cells, CFP/YFP FRET ICDI-IQ, plate reader, 10 min; percent FRET-ratio fall versus neutral wells; inhibition, % at 12.3 µM; actives 0.098% (n = 340,000); AID 743397;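 active = mean replicate inhibition of at least 30% and at least 1% of replicates passing that level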;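 note: 0% = median of the neutral control wells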
ABCB6 inh 2: ABCB6 transporter inhibitors, primary screen, K562-ABCB6 cells, flow cytometry, MLPCN library. ATP-binding cassette sub-family B member 6 (Homo sapiens), Q9NP58. K562-ABCB6 porphyrin accumulation, 1 h; hits give low values. fluorescence ratio to DMSO, % at 10 µM. actives 0.19% (n = 360,000);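 active = fluorescence ratio to DMSO below 75%, the collection mean minus 3 SD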;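 note: signal is porphyrin accumulated inside mitochondria; 100% equals median channel fluorescence of DMSO control wells; lower ratio means ABCB6 inhibition with less porphyrin fluorescence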
Vif inh: HIV Vif self-association inhibitors, primary screen, imaging, HEK293T, single point. inhibition, % at 7.49 µM. actives 0.35% (n = 340,000). HEK293T cells, Vif self-association by quenched fluorescence, 24 h. AID 602346, 2012; in the data active = inhibition above about 50%, passing the limit was not always enough; note: some results filed as inactive read as strong as hits
Granule exo inh: LAMP-1 surface exposure blockers, TALL-104 cells – cell-based, flow cytometry, MLPCN library, primary screen; TALL-104 LAMP-1 surface exposure; cells stimulated with thapsigargin and PMA; inhibition, % at 10 µM; actives 0.66% (n = 360,000); AID 651702, 2012;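 active = inhibition above about 55%, limit read from the data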
PDI inh: inhibitors of human PDI, primary screen, biochemical, turbidity, single point, plate reader. Protein disulfide-isomerase (Homo sapiens), P07237. PDI insulin aggregation turbidity, A650, 90 min. inhibition, % at 10 µM. actives 0.052% (n = 350,000);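 active = mean inhibition across replicates of 30% or more, whatever share of single replicates reach that level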;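 note: absorbance from insulin aggregation driven by PDI reduction with DTT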
Target sequence (P07237 whole entry, looked up): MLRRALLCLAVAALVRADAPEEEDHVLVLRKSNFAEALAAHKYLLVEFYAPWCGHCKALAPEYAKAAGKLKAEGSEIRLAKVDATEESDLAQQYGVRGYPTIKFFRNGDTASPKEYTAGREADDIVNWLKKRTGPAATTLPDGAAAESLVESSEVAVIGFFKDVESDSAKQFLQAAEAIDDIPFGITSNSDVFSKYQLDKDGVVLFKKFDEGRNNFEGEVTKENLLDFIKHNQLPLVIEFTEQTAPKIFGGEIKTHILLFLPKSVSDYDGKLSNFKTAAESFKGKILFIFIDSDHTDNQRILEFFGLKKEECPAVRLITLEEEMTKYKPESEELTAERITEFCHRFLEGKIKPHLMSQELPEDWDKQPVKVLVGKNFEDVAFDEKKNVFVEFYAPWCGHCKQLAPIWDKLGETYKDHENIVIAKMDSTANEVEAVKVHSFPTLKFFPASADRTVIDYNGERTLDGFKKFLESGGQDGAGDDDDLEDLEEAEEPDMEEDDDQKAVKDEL
H9c2 protect: cardioprotection against H2O2-induced cell death, primary screen, uHTS, H9c2 cells, ATPLite luminescence; H9c2 cardiomyocytes, H2O2 injury protection, 2 h; protection from H2O2 cell death, % at 20 µM; actives 0.63% (n = 360,000);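 active = compounds giving at least 50% protection of heart cells from peroxide-induced death in the single-dose screen, raw or plate-pattern-corrected value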;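 note: 0% = DMSO wells with peroxide and 100% = DMSO wells without peroxide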
Glyco luc inh: increase of ERlucT glycosylation luciferase signal, primary screen, N-linked glycosylation inhibitor project, D54 ERlucT cells, luminescence, set 2 | actives 0.23% (n = 360,000) | reporter increase, % at 12.5 µM | D54 ERlucT glycosylation luciferase reporter, 24 h; percent of 100 nM tunicamycin response | AID 588692, 2011;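 active = mean luciferase reporter signal, scaled so untreated is 0 and the glycosylation-blocking control 100, at or above a set limit in every replicate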;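 note: luciferase carries N-glycosylation sites so blocking glycosylation raises the light; 0% = median of neutral control wells and 100% = median of 100 nM tunicamycin wells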
aDG glyco act: activators of alpha-DG glycosylation, primary screen, uHTS, Pro5-aDG cells, AlphaScreen; alpha-DG glycosylation AlphaScreen (IIH6); 0% Pro5, 100% B10-LARGE cell signal; activation, % at 10 µM; actives 0.22% (n = 360,000); AID 624168, 2012;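 active = activation of at least 8% versus controls, or a plate z-score of at least 8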;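 note: Pro5 are CHO cells carrying HIG-tagged alpha-DG that lacks glycosylation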
HTR2A ag: mouse Htr2a agonists via beta-arrestin recruitment, primary screen, cell-based, luminescence | 5-hydroxytryptamine receptor 2A (Mus musculus), P35363 | CHO-K1 mHTR2A beta-arrestin complementation; percent of 30 µM serotonin response | activation, % at 7.6 µM | actives 0.66% (n = 360,000) | AID 624169, 2012;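 active = activation above a run cutoff, the mean activation of all tested compounds plus 3 SD, cut at about 14% in these data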;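 note: 0% = plate median of compound wells and 100% = 30 µM serotonin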
Target sequence (P35363 whole entry, looked up): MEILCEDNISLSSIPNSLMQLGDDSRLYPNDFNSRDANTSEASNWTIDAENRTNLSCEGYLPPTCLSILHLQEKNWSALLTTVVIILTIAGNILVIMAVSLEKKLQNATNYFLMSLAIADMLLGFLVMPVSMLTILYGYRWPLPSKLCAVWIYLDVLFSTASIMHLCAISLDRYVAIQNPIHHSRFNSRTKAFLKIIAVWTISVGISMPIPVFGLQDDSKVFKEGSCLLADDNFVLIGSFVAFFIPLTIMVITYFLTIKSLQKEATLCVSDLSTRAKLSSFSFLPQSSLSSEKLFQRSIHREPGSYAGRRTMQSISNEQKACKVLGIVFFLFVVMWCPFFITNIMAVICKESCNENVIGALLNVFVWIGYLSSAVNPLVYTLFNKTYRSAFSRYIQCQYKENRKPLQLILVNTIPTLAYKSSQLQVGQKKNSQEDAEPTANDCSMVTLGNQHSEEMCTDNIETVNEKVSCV
hiPSC survival: enhancers of single-cell hiPSC survival, primary screen, ATPlite luminescence | survival enhancement, % at 20 µM | 100% = ROCK inhibitor wells, 0% = DMSO | actives 0.044% (n = 360,000) | AID 602274, 2012; in the data active = survival enhancement above about 18%;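 note: cells exposed to compounds for 16 hours before the ATP read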
An asterisk follows results filed as active; nt = no result given; & = joins results of further samples. Some of the compounds tested; the hit share may differ from the screen's.

SMILES | CaV13 FRET inh | ABCB6 inh 2 | Vif inh | Granule exo inh | PDI inh | H9c2 protect | Glyco luc inh | aDG glyco act | HTR2A ag | hiPSC survival
CCC1=CCN(CCc2c(C)[nH]c3ccccc23)CC1 | nt | 104 | 42 | 18 | nt | -3 | 3 | 0.3 | -2 | -3.1
Oc1c(Cl)cccc1Cc1cc(Cl)cc(Cl)c1O | -5 | 92 | -5 | 3 | 4 | -26 | -2 | 0.1 | 5 | 3.7
CCN(CC)CCCN=Cc1c(O)n(Cc2ccc(F)cc2)c(=O)[nH]c1=O | nt | 103 | -1 | -5 | -8 | 10 | -1 | 0.2 | 1 | 7.0
C=CCOc1ccc(CC2C(=O)N(C)C(=O)N(C)C2=O)cc1 | -6 | 98 | 3 | 0 | -4 | 0 | 1 | -0.2 | 3 | -1.4
COc1ccc2ccc(O)c(CN3CC=C(c4ccccc4)CC3)c2c1 | 3 | 98 | 4 | 92* | -1 | -2 | -3 | 1.8 | 3 | -2.2
CC(=O)O[C@]1(C)C(=O)OC/C2=C/CN(C)CCC(OC(=O)[C@@](O)(C(C)O)C[C@H]1C)C2=O (stereo not given in full) | -2 | 99 | 2 | 1 | -3 | 6 | 2 | -0.1 | 2 | -0.5
CC(C)OP(=O)(Oc1ccc(C(O)C(Cl)(Cl)Cl)cc1)OC(C)C (stereo not given) | -15 | 103 | -9 | -5 | 14 | -6 | -4 | 0.2 | -1 | 0.0
Cc1[nH]n(-c2ccccc2)c(=O)c1C(c1ccc([N+](=O)[O-])cc1)c1c(C)[nH]n(-c2ccccc2)c1=O | nt | 99 | -1 | 0 | 7 | -22 | -2 | -0.4 | -5 | -1.3
COc1ccccc1-n1c(O)c(/C=N/NC(=S)Nc2ccccc2)c(=O)[nH]c1=S | -1 | 92 | -10 | -2 | -6 | 4 | 0 | -0.1 | -1 | -0.5
C(CCc1nn[nH]n1)CCc1nn[nH]n1 | -3 | 97 | -15 | -3 | -8 | 3 | 3 | -0.2 | 3 | -1.0
COC(=O)C1=C(N)Oc2cc(C)oc(=O)c2C12C(=O)Nc1ccccc12 (stereo not given) | -1 | 101 | 6 | 1 | -1 | -7 | 3 | 0.8 | -1 | 0.7
CC=C(CC)C1(CC)C(=O)NC(=S)NC1=O | -7 | 95 | -3 | 1 | -2 | 2 | 2 | 0.1 | -2 | -1.0
COC(=O)C1=C(c2ccccc2OCc2ccccc2)C[C@@H]2CC[C@H]1N2C(=O)NCc1ccc(OC)c(OC)c1 | -3 | 89 | -3 | 0 | 1 | 10 | -5 | 0.3 | -1 | -2.0
COC(=O)C1=C(c2ccc(OC(F)(F)F)cc2)C[C@@H]2CC[C@H]1N2C(=O)NC1CCCCC1 | -8 | 92 | -5 | -7 | 1 | -5 | -2 | 0.7 | -9 | -1.8
CC[C@H]1OC(=O)C[C@@H](O)[C@H](C)[C@@H](O[C@@H]2O[C@H](C)[C@@H](O[C@H]3C[C@@](C)(O)[C@@H](O)[C@H](C)O3)[C@H](N(C)C)[C@H]2O)[C@@H](CC=O)C[C@@H](C)C(=O)/C=C/C(C)=C/[C@@H]1CO[C@@H]1O[C@H](C)[C@@H](O)[C@@H](OC)[C@H]1OC | -5 | 102 | 10 | -5 | -10 | 8 | 0 | 0.0 | -2 | 1.5
FC(F)(F)c1ccccc1NC1=NCCCS1 | -4 | 106 | -6 | -4 | -11 | 0 | 2 | 0.1 | 7 | -0.1
CC1CCN(C(=O)CCl)CC1 | -5 | 99 | 11 | 15 | -2 | -4 | 2 | 0.3 | 4 | -3.9
CC(=NCCCN1CCOCC1)c1c(O)[nH]c(=O)[nH]c1=O | nt | 96 | 2 | 2 | -4 | -2 | 1 | 0.1 | -1 | 1.4
O=S(=O)(c1ccccc1)C1CN1c1c(F)c(F)c(F)c(F)c1F (stereo not given) | -5 | 101 | nt | -7 | nt | nt | nt | -0.1 | -1 | -0.4
CC(=NCCN1CCCCC1)c1c(O)n(Cc2ccccc2)c(=O)[nH]c1=O | -11 | 113 | 4 | -4 | -4 | 2 | 0 | 0.1 | 3 | -1.9

Record cards (already shown). Order of values: CaV13 FRET inh	ABCB6 inh 2	Vif inh	Granule exo inh	PDI inh	H9c2 protect	Glyco luc inh	aDG glyco act	HTR2A ag	hiPSC survival
CC(=O)O[C@]1(C)C(=O)OC/C2=C/CN(C)CCC(OC(=O)[C@@](O)(C(C)O)C[C@H]1C)C2=O (stereo not given in full) in the list: -2	99	2	1	-3	6	2	-0.1	2	-0.5
CCN(CC)CCCN=Cc1c(O)n(Cc2ccc(F)cc2)c(=O)[nH]c1=O in the list: nt	103	-1	-5	-8	10	-1	0.2	1	7.0
COC(=O)C1=C(N)Oc2cc(C)oc(=O)c2C12C(=O)Nc1ccccc12 (stereo not given) in the list: -1	101	6	1	-1	-7	3	0.8	-1	0.7

New compounds follow:
SMILES | CaV13 FRET inh | ABCB6 inh 2 | Vif inh | Granule exo inh | PDI inh | H9c2 protect | Glyco luc inh | aDG glyco act | HTR2A ag | hiPSC survival
C/C(=N\N1CCCCCC1)c1c(O)n(-c2ccc(C)cc2)c(=O)[nH]c1=O | 9 | 98 | 68* | -2 | 11 | 1 | 2 | -0.1 | 5 | -1.6
Cc1ncoc1C(=O)NCC1=C(c2ccc(S(C)(=O)=O)cc2)C[C@@H]2CC[C@H]1N2Cc1ccco1 | -10 | 97 | -2 | -2 | -7 | 17 | 1 | -0.3 | -3 | 2.8
O=C1NC(=O)C(=Cc2c(Cl)cccc2Cl)C(=O)N1 | -10 | 92 | 15 | 3 | 0 | 0 | 24 | -0.1 | -4 | 1.1
COC(=O)C1=C(c2ccc(F)cc2OCc2ccccc2)C[C@@H]2CC[C@H]1N2C(=O)NCCc1ccc(F)cc1 | -11 | 92 | 0 | -1 | -3 | -4 | -6 | 0.6 | -2 | -2.8
CCCCCSc1cc(O)c(C(CNC)C(C)C)cc1OC (stereo not given) | -2 | 101 | 4 | 8 | 5 | -12 | -2 | 0.9 | -2 | -1.7
CN1C(=O)C(=Cc2cn(CC(=O)N3CCCCC3)c3ccccc23)C(=O)N(C)C1=O | nt | 95 | 9 | -2 | -6 | 9 | 3 | 0.1 | -2 | 0.3
COc1ccc(N2C(=O)NC(=O)/C(=C\c3ccccc3[N+](=O)[O-])C2=O)cc1 | 4 | 93 | -1 | -6 | 4 | -3 | 1 | 1.4 | -3 | -0.5
O=C1NC(=O)C2(CCN(S(=O)(=O)c3ccccc3)CC2)C(=O)N1 | -10 | 94 | -3 | -4 | 15 | -2 | 0 | 1.1 | 6 | 0.5
Cc1nc2ccccc2c(=O)n1-c1ccc(Cl)cc1[N+](=O)[O-] | -5 | 99 | -3 | -4 | 1 | -1 | 2 | -0.1 | 1 | 0.8
Cc1ccccc1NC(=NCCCN1CC1)Nc1ccccc1C | -3 | 94 | 4 | 0 | 5 | 9 | -16 | -0.2 | -3 | 0.4
CCc1ccc(-n2c(O)c(/C=N/N3CCCCC3c3cccnc3)c(=O)[nH]c2=O)cc1 (stereo not given) | -6 | 96 | -3 | -4 | 19 | 4 | 2 | 0.6 | -2 | -0.4
CC1([N+](=O)[O-])COP(=O)(NC2CC2)OC1 (stereo not given) | -5 | 89 | -14 | 7 | -4 | 0 | 0 | 0.5 | -1 | 0.6
Cc1ccccc1C(O)(Cc1ccccc1)C1CN2CCC1CC2 (stereo not given) | nt | 98 | nt | 0 | 1 | 10 | 0 | 1.0 | -7 | -5.1
O=S(=O)(c1ccccc1)N1CCN(S(=O)(=O)c2ccccc2)c2ccccc21 | -11 | 101 | 16 | -2 | 1 | -8 | -2 | 0.4 | -1 | 0.2
COc1ccccc1-n1c(O)c(/C=N/N2CCCCC2)c(=O)n(-c2ccccc2OC)c1=S | 5 | 100 | -1 | -13 | 5 | -3 | 1 | 0.0 | -6 | -0.1
C[C@H](CO)N1C[C@H](C)[C@@H](CN(C)C(=O)Oc2ccc3ccccc3c2)OCc2cnnn2CCCC1=O | -6 | 110 | 2 | -1 | -4 | 0 | 2 | -0.2 | -2 | 1.9
O=C1CSC2N1CCNC21CCCCC1 (stereo not given) | nt | 105 | -10 | -1 | 8 | 10 | -2 | -0.1 | 0 | 4.2
COC(=O)C1=C(c2c(C)noc2C)C[C@@H]2CC[C@H]1N2C(=O)NCCCOC(C)C | -5 | 92 | -4 | 6 | 11 | 0 | 2 | -0.1 | 4 | -3.2
CCCCn1c(O)c(C(C)=Nc2cccc(C(=O)O)c2)c(=O)[nH]c1=O | -6 | 98 | -1 | 0 | 2 | 5 | -1 | -0.1 | -3 | 3.7
Cc1cc(OCC(=O)NC2CCS(=O)(=O)C2)c2c3c(c(=O)oc2c1)CCC3 (stereo not given) | nt | 95 | 21 | -3 | 3 | 3 | 0 | -0.2 | 6 | -1.0
CC/C(=C(\c1ccccc1)c1ccc(OCCN(C)C)cc1)c1ccccc1 | -6&-6 | 100&100 | -5&11 | 15&14 | 9&4 | -6&-44 | -6&-4 | 0.2&0.4 | -3&-7 | 0.2&1.5
COC(=O)C1=C(c2cccc(C#N)c2)C[C@@H]2CC[C@H]1N2C(=O)NCCO | -10 | 88 | -6 | -12 | -5 | 13 | 4 | 0.0 | 4 | -0.3
CN(C)c1ccc(NC(=O)CN2C(=O)CN=C(c3ccccc3)c3cc(Cl)ccc32)cc1 | -7 | 97 | -6 | 11 | 3 | -6 | 1 | -0.1 | 0 | -1.6
Cc1noc(C)c1CSCC(=O)Nc1ccc(C#N)c(Cl)c1 | -6 | 99 | -2 | 0 | 6 | -2 | -1 | 0.3 | -4 | 0.9
CC(C)CN1Cc2ccccc2-n2nncc2C1 | -2 | 100 | nt | 1 | -2 | -2 | 2 | 0.0 | 4 | -2.1
O=C(COc1ccc2ccccc2c1)N1CCN(CC2CC3C=CC2C3)CC1 (stereo not given) | -4 | 93 | -3 | -4 | -8 | -1 | 1 | 0.2 | -4 | -1.5
Clc1ccc(CNC2CN3CCC2CC3)cc1 (stereo not given) | -5 | 100 | 1 | 0 | 1 | 2 | 3 | -0.2 | -1 | 3.7
Cc1cccc(NC(=O)N2CCCC2)c1 | 3 | 99 | 2 | -4 | -7 | -3 | 4 | -0.2 | -1 | -0.1
Cc1ccc(C(=O)NC(O)C(Cl)(Cl)Cl)cc1 (stereo not given) | -6 | 92 | -2 | -1 | 0 | -5 | 1 | 0.0 | 7 | 0.3
CCCCn1nnnc1C(C1CC1)N1CCC2(CC1)C(=O)NCN2c1ccccc1 (stereo not given) | -10 | 97 | -2 | 0 | nt | 7 | 3 | 0.6 | 2 | -3.4
COc1ccccc1-n1c(O)c(C=NCCCn2ccnc2)c(=O)[nH]c1=O | nt | 100 | nt | -3 | -3 | -4 | -2 | -0.1 | 9 | -0.9
CN1C(=O)C(=Cc2ccccc2Oc2ccc(Cl)cc2)C(=O)N(C)C1=O | 1 | 89 | -1 | 3 | 1 | 2 | 0 | -0.1 | 4 | 0.7
CCCCCn1c(=O)c(C(=O)Nc2ccccc2)c(O)c2ccccc21 | -5 | 94 | 2 | -10 | -3 | 32 | 1 | 0.1 | -7 | 0.8
